Source: PubChem BioAssay
HTT ATP protect: cytoprotection in Huntington HTT-Q103 PC12 cell model | PC12 HTT-Q103 induced, cytoprotection, ATP luminescence, 40 h | hit rate 0.14% among 230,000 | Potency, µM (series often up to 56.4 µM), inactives show cytoprotection (ATP increase), most hits filed as activators;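 further: % of control where 0% means no effect; nearly all actives have a fitted effect of over 45% in size; toxic huntingtin expression switched on by the ecdysone agonist tebufenozide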
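Stable PC12 Q103-GFP cells in serum-supplemented, phenol red-free DMEM; induction by tebufenozide at 100 nM final; compound dose series; cell viability quantified luminescently from ATP.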
aGlu spleen mod: lysosomal alpha-glucosidase (human) modulation | P10253 | human spleen homogenate, 4-MU-alpha-glucoside fluorescence | Potency, µM (titrated, usually from 79.9 µM), for inactives: at the highest dose activity change, negative = inhibition, actives largely listed as inhibitors | hit rate 0.006% among 240,000 | AID 2112;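 further: 0% = enzyme with vehicle and -100% = no enzyme basal signal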
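Enzyme source: human spleen homogenate, 1 ug/well. Buffer 50 mM citric acid/K phosphate pH 5.0, 0.01% Tween-20. 4-MU-alpha-glucoside 1 mM; 37 C x 40 min; NaOH/glycine stop; fluorescence.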
GAA inh: inhibitors of human lysosomal alpha-glucosidase | hit rate 0.005% among 200,000 | purified human GAA, 4-MU-alpha-glucoside fluorescence | Potency, µM (top dose mostly 76.9 µM), inactives show at the highest dose activity change, negative = inhibition, hits mostly inhibitors | P10253;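 further: plate controls were uninhibited enzyme wells for no effect and no-enzyme background for full effect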
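Read-out is 4-methylumbelliferone fluorescence (Ex 365/Em 440 nm) after NaOH/glycine stop at pH 10. Enzyme 4 nM, substrate 400 uM, pH 5.0 citrate buffer, 20 min room temperature; AC50 from Hill-equation concentration-response.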
GAA glycogen: GAA glycogen-cleavage inhibition or activation. P10253. AID 2100. Potency, µM (titrated, usually from 76.4 µM), without a hit: top-dose activity change, negative = inhibition, hits mostly inhibitors. hit rate 0.38% among 300,000. recombinant GAA, glycogen substrate, Amplex Red glucose oxidase fluorescence;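 further: 0% = full enzyme reaction and -100% = no-enzyme basal signal; the screen sought inhibitors and activators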
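Natural-substrate format: glycogen cleavage by 4 nM human enzyme, glucose read by Amplex Red coupling (Ex 573, Em 610 nm). Normalized to enzyme and no-enzyme controls.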
HTT aggregate: reduces HttQ103-GFP aggregates in PC12 cells; hit rate 1.1% among 220,000; AID 1688; Potency, µM (titrated, usually from 46.1 µM), inactives show top-dose activity change, negative = inhibition, usual class: inhibitors; PC12 HttQ103-GFP aggregates, Acumen cytometry, 40 h; further: on the % scale 0 is the no-effect control and ±100 the full control effect; nearly all actives have a fitted effect of over 60% in size
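Aggregates are detected as GFP objects 1–25 µm with signal 6 STDEV over background in lysates of induced PC12 cells. These carry Huntingtin exon 1 with 103 glutamines fused to GFP under an ecdysone promoter; compounds titrated.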
IMPase Li cell: IMPase inhibition in cells with lithium potentiation; CHO-M1 cells, IP1 TR-FRET (IP-One), carbachol + lithium; Potency, µM (doses to about 59.4 µM), without a hit: at the highest dose activity, negative = IMPase inhibition, most hits filed as inhibitors; hit rate 0.35% among 210,000;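 further: IP1 builds up when IMPase is blocked and the TR-FRET signal falls; plate controls were basal vehicle for no effect and high inhibitor control for full effect; nearly all actives have a fitted effect of over 50% in size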
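Test compounds were applied to CHO-M1 cells previously cultured for 16–30 h at 2000 per well. A small lithium amount accompanied them; after 30 min at 37C, IP1 was quantified by TR-FRET.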
GoLoco inh red: RGS12 GoLoco-Gai1 interaction inhibition. P63096. Gai1:RGS12 GoLoco peptide FP, rhodamine, 10 min. Potency, µM (titrated, usually from 61.6 µM), for the others: at the top dose activity, negative = inhibition, most hits filed as inhibitors. hit rate 0.44% among 230,000; active means well fitted inhibition curve with a large enough effect, not every such curve was filed as active; inactive means no such curve, though single readings can be large or run the other way; further: on the % scale 0 is the no-effect control and ±100 the full control effect; nearly all actives have a fitted effect of over 30% in size; many of its hits are not listed in these tables
Target sequence (P63096 whole entry, looked up): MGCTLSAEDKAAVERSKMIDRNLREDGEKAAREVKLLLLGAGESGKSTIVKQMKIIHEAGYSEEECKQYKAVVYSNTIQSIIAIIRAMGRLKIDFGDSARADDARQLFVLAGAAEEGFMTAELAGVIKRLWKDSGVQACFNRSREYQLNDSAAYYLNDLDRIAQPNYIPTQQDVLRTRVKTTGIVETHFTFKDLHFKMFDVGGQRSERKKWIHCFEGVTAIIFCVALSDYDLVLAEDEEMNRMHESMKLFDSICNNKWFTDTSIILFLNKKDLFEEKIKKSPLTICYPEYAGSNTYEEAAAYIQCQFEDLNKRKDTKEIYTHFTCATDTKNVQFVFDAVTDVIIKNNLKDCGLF
Active calls of the source: *; ? = inconclusive; / = no result given; [ ] = dose if it differs, or a comment. Unless noted, the call rests on the fitted dose curve; in most records, active means well fitted curve in the direction sought with a large enough effect; inconclusive means small, poorly fitted or top-dose-only effect, or another doubt; inactive means no such curve, though single readings can be large; an effect the other way counts as inactive or inconclusive. Potency means the concentration at half of the fitted maximal effect.

#1 O=C(N/N=C/c1cc2cc3c(cc2nc1Cl)OCCO3)c1ccccc1O
#2 O=C(Nc1c(C(=O)N2CCOCC2)cnn1-c1ccccc1)c1ccco1
#3 CC1CC(C)CN(CCCNC(=O)c2cn(C)c3ccc(S(=O)(=O)N4CCCC4)cc3c2=O)C1 (configuration not stated)
#4 CC(=O)Nc1cccc(/C(C)=N/NC(=O)c2ccc(CN3CCOCC3)cc2)c1
#5 COC(=O)C1CSC(C(=O)OC)N1C(=O)Nc1ccccc1 (configuration not stated)
#6 COc1ccc(OC)c(NC(=O)N2CCCC(C)C2)c1 (configuration not stated)
#7 C=CCNC(=O)c1ccc(Cn2c(=S)[nH]c3cc4c(cc3c2=O)OCO4)cc1
#8 Cc1ccc(C(=O)N2CCOCC2)cc1[N+](=O)[O-]
assay / compound	1	2	3	4	5	6	7	8
HTT ATP protect	/	-6%	37%[10 µM]	1%	-15%	-14%[10 µM]	-27%	-1%[10 µM]
aGlu spleen mod	-2%	-2%	0%	2%	3%	4%	-16%	6%
GAA inh	0%	0%	/	-5%	9%	/	1%	?
GAA glycogen	-2%	-1%	2%	-9%	5%	-2%	2%	-1%
HTT aggregate	-3%	1%	10%[9.22 µM]	1%	3%	-34%[9.22 µM]	-12%	32%
IMPase Li cell	13%	2%[38.3 µM]	/	-4%	1%[38.3 µM]	/	-26%[38.3 µM]	5%
GoLoco inh red	61%[activator]	-4%	-14%	1%	-8%	3%	11%	4%

#9 COC(=O)c1sc(N)c(C(=O)OC)c1CSc1nnnn1C
#10 COCCn1c(-c2ccccc2)cnc1N
#11 Cc1ccc(NC(=O)C2CCN(S(=O)(=O)c3cccs3)CC2)cc1
#12 CCc1ccc(/C=C2/SC(=S)N(CC(=O)Nc3nc4ccccc4s3)C2=O)cc1
#13 Cc1ncoc1C(=O)N1CCCC(C(=O)c2ccc(C(F)(F)F)cc2)C1 (configuration not stated)
#14 Cc1cccc(OCCSc2cc(C)nc(N)n2)c1
#15 Cc1ccc(Nc2nc(NCCCN3CCOCC3)nc(N)c2[N+](=O)[O-])cc1
#16 O=C(CCc1nnc(CCCCc2ccccc2)o1)NCCC1CCCCO1 (configuration not stated)
assay / compound	9	10	11	12	13	14	15	16
HTT ATP protect	?	10%	/	7%	-25%[10 µM]	-7%	4%[10 µM]	3%[10 µM]
aGlu spleen mod	-3%	0%	4%	2%	2%	1%	5%	4%
GAA inh	-5%	-1%	?	-10%	?	-3%	5%	/
GAA glycogen	7%	3%	4%	2%	0%	-3%	-4%	-4%
HTT aggregate	5%	2%	?	-3%	-25%[9.22 µM]	-18%[9.22 µM]	-7%	-12%[9.22 µM]
IMPase Li cell	3%[38.3 µM]	0%[38.3 µM]	14%	0%[38.3 µM]	2%	14%[38.3 µM]	9%	3%
GoLoco inh red	5%	3%	4%	35%[activator]	7%	5%	0%	1%

#17 COc1cccc(Nc2ncnc3nc[nH]c23)c1
#18 CCOC(=O)c1nn(-c2cccc(OC)c2)c2nc(Nc3ccccc3)cc(=O)n12
#19 O=C(CC1Nc2cccc3cccc(c23)NC1=O)Nc1ccccc1 (configuration not stated)
#20 O=C(Cc1c(Cl)cccc1Cl)Nc1cccnc1
#21 CCNC(=O)NC(=O)C(C)Sc1ncc(C(F)(F)F)cc1Cl (configuration not stated)
#22 Cc1ccc(-c2csc(NC(=O)/C=C/c3ccco3)c2C(=O)O)cc1
#23 S=C(NCc1ccco1)N1CCN(C/C=C/c2ccccc2)CC1
#24 Oc1ccc(N=Nc2ccc3c(c2)OCCO3)c2cccnc12
assay / compound	17	18	19	20	21	22	23	24
HTT ATP protect	-13%[10 µM]	/	5%[10 µM]	-21%	-9%	-13%[10 µM]	-30%	-51%[inhibitor][10 µM]
aGlu spleen mod	2%	-6%	2%	/	4%	-3%	4%	-5%
GAA inh	-6%	-4%	-1%	-6%	4%	7%	-1%	-10%
GAA glycogen	-8%	2%	?	2%	-2%	-6%	11%	9%
HTT aggregate	?	-1%	13%	2%	-19%	2%[9.22 µM]	0%	?
IMPase Li cell	34%[activator][38.3 µM]	12%	-4%	?	4%	4%	2%	18%
GoLoco inh red	12%	5%	9%	-1%	-3%	-5%	9%	11%

The final 2 compounds of the part before lead into the next:
#23 S=C(NCc1ccco1)N1CCN(C/C=C/c2ccccc2)CC1
#24 Oc1ccc(N=Nc2ccc3c(c2)OCCO3)c2cccnc12
#25 Cn1nc(C(F)(F)F)cc1C(=O)Nc1ccc(Cl)cc1
#26 O=C(O)CNCCc1ccccc1
#27 O=S(=O)(CCc1ccncc1)Cc1ccc2c3c(cccc13)CC2
#28 O=C(N/N=C/c1ccc(-c2cccc([N+](=O)[O-])c2)o1)c1ccc([N+](=O)[O-])cc1
#29 CC(=O)Nc1ccc(S(=O)(=O)Nc2nccc(/C=C/c3ccc(Cl)cc3)n2)cc1
#30 Nc1cc2c(cc1C(=O)c1cccc(Br)c1)OCCO2
#31 CCOC(=O)NC(=O)COC(=O)CCCc1nc2ccccc2s1
#32 CCc1nc2ccccc2n1CC(O)COCC1CC=CCC1 (configuration not stated)
assay / compound	23	24	25	26	27	28	29	30	31	32
HTT ATP protect	-30%	-51%[inhibitor][10 µM]	30%[10 µM]	0%[10 µM]	7%[10 µM]	-44%[inhibitor]	5%[10 µM]	-109%[inhibitor]	-3%[10 µM]	-6%
aGlu spleen mod	4%	-5%	-4%	/	-1%	0%	4%	-2%	2%	-3%
GAA inh	-1%	-10%	1%	/	/	-5%	-2%	?	8%	0%
GAA glycogen	11%	9%	-4%	/	0%	-3%	-3%	-16%	7%	23%
HTT aggregate	0%	?	30%[9.22 µM]	/	2%[9.22 µM]	-25%	31%	-12%	24%	18%[9.22 µM]
IMPase Li cell	2%	18%	/	5%	/	5%	-3%	18%	7%	5%
GoLoco inh red	9%	11%	-11%	-5%[14.2 µM]	2%	35%[activator]	-4%	-1%	9%	10%

Sorted by length of the SMILES (high to low): some entries from above.
#28 O=C(N/N=C/c1ccc(-c2cccc([N+](=O)[O-])c2)o1)c1ccc([N+](=O)[O-])cc1
#31 CCOC(=O)NC(=O)COC(=O)CCCc1nc2ccccc2s1
#32 CCc1nc2ccccc2n1CC(O)COCC1CC=CCC1 (configuration not stated)
assay / compound	28	31	32
HTT ATP protect	-44%[inhibitor]	-3%[10 µM]	-6%
aGlu spleen mod	0%	2%	-3%
GAA inh	-5%	8%	0%
GAA glycogen	-3%	7%	23%
HTT aggregate	-25%	24%	18%[9.22 µM]
IMPase Li cell	5%	7%	5%
GoLoco inh red	35%[activator]	9%	10%

Next section:
#33 CCCC(=O)N(C)c1nnc(-c2ccc(OC)cc2)s1
#34 COc1c(O)ccc(/C=N/NC(=O)c2ccc3c(c2)OCCO3)c1[N+](=O)[O-]
#35 CN(C)c1cc[n+](CC(=O)N2c3ccccc3Sc3ccccc32)cc1
#36 C=CCNC(=O)/C(=C/c1ccccc1OCC)NC(=O)c1ccccc1
#37 Cc1ccc(S(=O)(=O)N(C)c2ccccc2C(=O)Nc2ccc3c(c2)OCCO3)cc1
#38 O=c1c2cc(NC(=S)N3CCCCCC3)ccc2nc2n1CCCCC2
#39 O=C(COC(=O)CCSc1ccc(Cl)cc1)NCc1ccccc1Cl
#40 COCCCn1c(=S)[nH]c2ccc(N3CCOCC3)cc2c1=O
assay / compound	33	34	35	36	37	38	39	40
HTT ATP protect	-37%	-18%[10 µM]	-10%[10 µM]	2%[10 µM]	-2%[10 µM]	-15%	/	-18%[10 µM]
aGlu spleen mod	-5%	-3%	2%	-6%	-2%	-2%	-12%	-1%
GAA inh	-29%	/	12%	-2%	/	-10%	-6%	-9%
GAA glycogen	3%	6%	-5%	11%	-3%	-3%	-12%	-9%
HTT aggregate	-7%	-2%[9.22 µM]	-14%[9.22 µM]	-8%	-20%[9.22 µM]	-12%	16µM*	22%
IMPase Li cell	-20%[38.3 µM]	/	27%	5%	/	6%	-1%	-19%
GoLoco inh red	11%	-1%	8%	8%	-3%	4%	0%	-5%

#41 CC1CCN(C(=O)Oc2ccccc2)CC1
#42 OCCCCNCc1ccc(OCc2ccc(Cl)cc2)cc1
#43 C=CCC1(Cl)C(=O)C(Cl)=C(N2CCOCC2)C1(OC)OC (configuration not stated)
#44 CN(CCc1cnn(C)c1)Cc1nc(CC2CC2)no1
#45 CN(C)/N=C1\CCS(=O)(=O)c2sccc21
#46 c1ccncc1
#47 CCOc1cccc2cc(C(C)=O)oc12
#48 O=C(Cc1n[nH]c(=O)c2ccccc12)NCc1ccccc1
assay / compound	41	42	43	44	45	46	47	48
HTT ATP protect	22%	-3%	15%[10 µM]	10%	2%	-59%[inhibitor]	-15%	-12%
aGlu spleen mod	-8%	5%	4%	10%	0%	10%	/	3%
GAA inh	?	-5%	-3%[15.4 µM]	4%	8%	/	-5%	2%
GAA glycogen	4%	-4%	6%	11%	?	/	6%	-1%
HTT aggregate	-3%	-14%	-29%[9.22 µM]	5%	-15%[9.22 µM]	/	1%	-1%
IMPase Li cell	12%	11%[38.3 µM]	/	23%	-4%	-7%	17%	9%
GoLoco inh red	5%	6%	-3%	7%	5%	-10%	0%	-6%

#49 CC(On1c(-c2ccccc2)nc2ccc(Cl)cc21)C(=O)O (configuration not stated)
#50 Cc1ccsc1-c1ccnc(-n2cccc2)n1
#51 COc1ccc(-n2c(C)nc3cc(C(=O)N4CCOCC4)ccc32)cc1
#52 CCOc1cc(/C=N\NC(=O)c2ccc(NC(=O)CC)cc2)ccc1OC(=O)c1ccccc1
#53 CC(C)[C@@H]1NC(=O)c2cc([N+](=O)[O-])cc(I)c2NCCCC[C@@H](C(=O)NC(CC(=O)O)C(N)=O)NC(=O)[C@H](CO)NC1=O (some centres not stated)
#54 Cc1cccc(-c2nc3ccccc3c3nncn23)c1
#55 COc1nc(C)nc2c1sc(=S)n2C
#56 COc1cccc(-c2cncnc2NCc2ccccc2)c1
#57 O=c1c2c(-c3ccc(Cl)cc3)csc2nc2n1CCC2
assay / compound	49	50	51	52	53	54	55	56	57
HTT ATP protect	-43%[inhibitor]	-21%	-14%	-4%	/	-27%	-40%[inhibitor]	-37%[inhibitor]	-34%
aGlu spleen mod	4%	-4%	5%	-5%	-3%	4%	-7%	1%	-9%
GAA inh	4%	0%	-1%	-1%	1%	1%	0%	/	?
GAA glycogen	-6%	-11%	-5%	7%	5%	-13%	8%	/	-2%
HTT aggregate	28%	12%	8%	19%	19%	0%	17%	/	-8%
IMPase Li cell	0%	-22%[38.3 µM]	23%[38.3 µM]	19%[38.3 µM]	0%	-1%[38.3 µM]	22µM*	8%	19%[38.3 µM]
GoLoco inh red	8%	14%	92%[activator]	11%	-7%	4%	-7%	1%	7%

An excerpt; rates above refer to the full screens.
